Screening results as filed in PubChem.
S3 lipid droplet: qHTS Assay for Lipid Storage Modulators in Drosophila S3 Cells. Drosophila S3 cells, BODIPY lipid droplet fluorescence, 18-24 h; cells fed with added oleic acid. Potency in µM for hits, for the others lipid storage change, negative = inhibition, % at the top dose, mostly 46.1 µM. 320,000 tested, 0.64% active; active = well fitted inhibition curve with a large enough effect in the signal ratio, with a control signal flat, not every such curve was filed as active; inconclusive = small, poorly fitted or top-dose-only effect, or effect the other way, or a change in a side signal; the % refers to the signal ratio
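Drosophila S3 cells got compounds at several concentrations plus oleic acid (400 uM solution). Laser-scanning cytometry with 488 nm excitation read lipid droplets at 500-530 nm and cells at 575-640 nm. Percent activity was relative to 20 uM Triacsin C.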
S3 lipid droplet cell count max: second read-out of S3 lipid droplet, no call of its own (marks repeat the call); cell number change, %; measured here: cell count max response;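 cells counted by Cell Tracker Red CMTPX staining in the red channel; peak over a dose series mostly up to 46.1 µM; percent activity relative to internal control wells on each plate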
Active calls of the source: *; i = inactive; ? = inconclusive; · = not tested or not shown. % is set by controls: 0 for no effect and ±100 for the full control effect; potency is the fitted concentration of half-maximal effect.

S3 lipid droplet cell count max | S3 lipid droplet | Compound
· | ? | COc1ccc(OC)c(NC(=O)c2cc3oc4ccccc4c3cc2O)c1
· | 2% | Cc1c(NC(=O)CN2CCCC(C)C2)ccc2nsnc12 (stereo not given)
6 | i | COc1ccc(NC(=O)CN2C(=O)S/C(=C/c3cccn3-c3ccc(C(=O)O)cc3)C2=O)cc1
· | ? | CCOc1ccc(N=c2oc3cc(O)ccc3cc2C(=O)NCC2CCCO2)cc1 (stereo not given)
8 | i | COc1ccc(N2CCN(CCNC(=O)c3nnc(Cc4c(F)cccc4Cl)o3)CC2)cc1
-2.1* | 0.46µM* | Cc1ccccc1-n1ncc2c1CC(C)(C)CC2NC(=O)CSc1ccncc1 (stereo not given)
· | ? | Cc1ccc(-n2c(N)c(C(=O)N3CCN(C)CC3)sc2=S)cc1
· | ? | Cc1ccccc1Nc1nc(N)nc(COC(=O)c2ccc([N+](=O)[O-])o2)n1
· | ? | COc1ccc(N2CCN(C(=O)COC(=O)c3ccc(-n4nc(C)cc4C)cc3)CC2)cc1
0 | 0% | COC(=O)C1(C)Cc2cc(OC(C)=O)c(OC(C)=O)cc2N1 (stereo not given)
· | ? | Cc1cc(=O)[nH]c(N/N=C/c2ccc(C)o2)n1
· | ? | Cc1nn(Cc2ccc(F)cc2)c(C)c1NC(=O)c1noc2c1CCc1ccccc1-2
-14 | -3% | CCc1ccc(Nc2nnc(SCC(=O)NCCN3C(=O)CSC3=O)s2)cc1
9 | 11% | O=C(c1noc2c1CCCC2)N1CCc2c([nH]c3ccccc23)C1c1ccccn1 (stereo not given)
· | ? | Cc1cnc(C(=O)OC(C)C(=O)Nc2ccc3c(c2)OCCO3)cn1 (stereo not given)
5 | 1% | CCN(CC)C1CCN(C(=O)c2cc(COc3ccccc3SC)on2)C1 (stereo not given)
-1 | i | O=C(C1CCN(c2nnc(N3CCCC3=O)s2)CC1)N1CCN(c2cccc(C(F)(F)F)c2)CC1
2 | -18% | N#C/C(=C\c1cccn1-c1ccccc1)C(=O)NC1CCCCC1
-17 | -6% | CC1CCN(C(=O)Cn2c(=O)oc3ccccc32)CC1
· | ? | O=C1c2ccccc2NC2(CCCCC2)N1N=C1CCCCC1
19 | 2% | Cc1ccc(-c2ccc(CCC(=O)O)n2Cc2ccco2)cc1
-12 | 9% | COc1ccc(/C=C(/C#N)C(=O)NC2CCCCC2)cc1Br
· | ? | CCN(C(=O)c1ccc(C)c(Br)c1)c1ccccc1
· | ? | O=C(NCC(=O)N1CCN(S(=O)(=O)c2ccccc2)CC1)c1ccc(Br)o1
0 | 1% | O=C(NC1CCN(S(=O)(=O)c2ccccc2)CC1)C1CCCCC1
· | ? | COc1cc(NC(=S)N2CCC(C(N)=O)CC2)cc(OC)c1
· | ? | Cc1ccc2cc(C)c(SCC(=O)Nc3ccc(S(=O)(=O)N4CCCC4)cc3)nc2c1
4 | -6% | C#CC1(NC(=O)NC(=O)c2c(F)cccc2F)CCCCC1
· | ? | COc1ccc(-c2cc(COc3ccccc3)on2)cc1
· | ? | CC(C)OC(=O)CC(=O)CSc1nc2c(cc1C#N)CCC2
· | ? | COc1ccc(C(=O)NCCc2c[nH]c3ccccc23)cc1[N+](=O)[O-]
-14 | -12% | Cc1cccc(C(=O)c2ccccc2C(=O)O)c1O

Some of the entries so far, with values under each structure:
Sequence of screens – S3 lipid droplet cell count max | S3 lipid droplet
COc1ccc(-c2cc(COc3ccccc3)on2)cc1
→ · | ?
C#CC1(NC(=O)NC(=O)c2c(F)cccc2F)CCCCC1
→ 4 | -6%
COc1ccc(C(=O)NCCc2c[nH]c3ccccc23)cc1[N+](=O)[O-]
→ · | ?
CC(C)OC(=O)CC(=O)CSc1nc2c(cc1C#N)CCC2
→ · | ?
O=C(NC1CCN(S(=O)(=O)c2ccccc2)CC1)C1CCCCC1
→ 0 | 1%
Cc1cccc(C(=O)c2ccccc2C(=O)O)c1O
→ -14 | -12%
Cc1ccc2cc(C)c(SCC(=O)Nc3ccc(S(=O)(=O)N4CCCC4)cc3)nc2c1
→ · | ?

(further entries)
S3 lipid droplet cell count max | S3 lipid droplet | Compound
· | ? | O=C(O)CCCC(=O)Nc1ccc(C(=O)N2CCCCC2)c(Cl)c1
· | ? | O=C(Cn1c(=O)oc2cc(S(=O)(=O)N3CCCCCC3)ccc21)NC1CCCCC1
-15 | -13% | CCc1nnc(NC(=O)CN2CCN(c3ccccc3OC)CC2)s1
7 | -21% | CCN(Cc1ccc(NC(C)=O)cc1)CC1CCCN(CCc2cccc(F)c2)C1 (stereo not given)
· | ? | CCCCNC(=O)NS(=O)(=O)c1ccc(NC(=O)CCC(=O)c2cccs2)cc1
· | ? | COc1cccc(CN(C)CC(=O)NCc2ccccc2Cl)c1
1 | -1% | COC(=O)CN(c1cc([N+](=O)[O-])ccc1OC)S(C)(=O)=O
-19 | -12% | C/C(=N\NC(=O)c1ccncc1)c1cccnc1
· | ? | CSc1ccc(/C=C(\NC(=O)c2ccccc2)C(=O)NN)cc1
-30 | -10% | C=CCNC(=O)NC(=O)Cn1c(=O)c2c(ncn2CC)n(Cc2ccccc2)c1=O
-11 | i | Cc1nnc(NC(=O)CSc2nnnn2Cc2ccccc2)s1
· | ? | CCOC(=O)Cc1csc(NC(=O)c2ccc(Cl)s2)n1
4 | 6% | O=C(O)c1cnn(-c2nc(-c3cccc([N+](=O)[O-])c3)cs2)c1C(F)(F)F
1 | 6% | CCCc1[nH]n(-c2ccc(F)cc2)c(=O)c1C=NCC1CCCO1 (stereo not given)
· | ? | COc1ccc(OC)c(NC(=O)NC2CCCc3ccccc32)c1 (stereo not given)
-4 | -1% | CCOc1ccc(/C=N/NC(=O)c2cc3c(OC)cc(OC)c(OC)c3[nH]2)cc1

Some of these compounds in order of number of heavy atoms, lowest first:
S3 lipid droplet cell count max | S3 lipid droplet | Compound
· | ? | COc1ccc(OC)c(NC(=O)NC2CCCc3ccccc32)c1 (stereo not given)
4 | 6% | O=C(O)c1cnn(-c2nc(-c3cccc([N+](=O)[O-])c3)cs2)c1C(F)(F)F
-4 | -1% | CCOc1ccc(/C=N/NC(=O)c2cc3c(OC)cc(OC)c(OC)c3[nH]2)cc1

(continued)
S3 lipid droplet cell count max | S3 lipid droplet | Compound
· | ? | CCOC(=O)[C@H]1[C@H]2COc3ccccc3[C@@H]2N2C(=O)c3ccc(C)cc3NC(=O)[C@@]12C
· | ? | COc1ccc(OC)c(CNC(=O)C2CCN(S(C)(=O)=O)CC2)c1
-8 | -6% | Cc1cc2c(=O)n(Cc3ccco3)c(SCC(=O)N3CCCc4ccccc43)nc2s1
· | ? | CCC(C(=O)NCc1cccc(C)c1)n1nc(C)c2c(C)n(-c3ccccc3)nc2c1=O (stereo not given)
· | ? | Cc1ccc(-c2ccc(C(=O)NCc3ccccc3)o2)c2ccccc12
-10 | -3% | CCCCC1CCC(C(=O)NC2CCS(=O)(=O)C2)CC1 (stereo not given)
· | ? | CN(C)c1nc(N2CCN(c3ccc(F)cc3)CC2)c(C#N)c(=O)o1
· | ? | CCOC(=O)N1CCN(C(=O)CSc2nnc(CNC(=O)c3ccccc3F)o2)CC1
1 | 6% | CN(CCCNC(=O)COc1cc(=O)n(C)c2ccccc12)Cc1ccccc1
· | ? | CN1/C(=C\C(=O)C[n+]2cccc(C(N)=O)c2)C(C)(C)c2ccccc21
-2 | -7% | O=C(NN=C1C2CC3CC(C2)CC1C3)c1ccncc1
· | ? | CCCCOC(=O)c1c(C)oc2ccc(NS(=O)(=O)c3ccc4c5c(cccc35)C(=O)N4)cc12
· | ? | Cc1sc2ncnc(Sc3nnnn3-c3ccccc3)c2c1C
12 | 7% | Cc1[nH]c2c(C)cccc2c(=O)c1CN1CCCCCC1
10 | 8% | C=CCn1sc(=N)c(C#N)c1N
· | ? | CC(C)(C)c1ccc(C(=O)N2CCC(NC(=O)c3ccccc3)CC2)cc1
· | ? | Cc1ccc(NC(=O)COC(=O)c2ccc3c(=O)n4c(nc3c2)CCC4)c(Br)c1
18 | i | Cc1ccccc1Cn1ccc(NC(=O)c2cnn3c2NC(c2ccccc2)CC3C(F)(F)F)n1 (stereo not given)
· | ? | C=CCc1c(C)nc(C)nc1N/N=C/c1ccccc1
· | ? | COc1ccc(-c2csc(Nc3ncccc3C)n2)cc1OC
· | ? | O=C(CNC(c1ccccc1)c1ccccc1)Nc1ccccc1-c1ccccc1
-30 | -15% | CCOC(=O)CC1C(=O)NCCN1C(=S)Nc1ccccc1 (stereo not given)
-18 | 11% | O=C(CCc1cccc(Cl)c1)NC1CCCN(Cc2ccccc2F)C1 (stereo not given)
20 | 1% | Cc1ccc(C2NCCS2)cc1 (stereo not given)
· | ? | CC(=O)Nc1ccn(Cc2c(F)cccc2Cl)n1
2 | -6% | CCn1c(SCc2cccc(F)c2)nc2c(c1=O)SCC2
· | ? | O=C(CSc1ccccc1)N1CCc2ccccc21
7 | 4% | CCSC1=NCCN1C(=O)c1ccc(S(=O)(=O)N(CC)CC)cc1
· | ? | CCCC(=O)Oc1ccc(C2NC(=O)c3ccccc3O2)cc1OC (stereo not given)
· | ? | O=C(O)c1cc(-c2ccncc2)nc2ccc(S(=O)(=O)N3CCOCC3)cc12
23 | 7% | Cc1ccc([N+](=O)[O-])cc1N/C=C1\CCc2ccccc2C1=O
-7 | i | CCN(CC(=O)Nc1c(F)cccc1F)C(=O)CNC(=O)c1cccs1
14 | 5% | O=C(Cn1cc(C(=O)c2ccco2)c2ccccc21)NC1CC1
-7 | 8% | O=C(CN1CCCN(Cc2ccc(F)cc2Cl)C1=O)NC1CCCCCCC1
-3 | i | c1ccc(CNc2cncnc2)cc1
15 | 3% | O=C(COc1ccc(Cl)cc1)NCc1nnc(SCC(=O)Nc2ccccc2F)o1
· | ? | CCN(CC)C(=O)c1[nH]cnc1C(=O)Nc1ccc(C)cc1
· | ? | COCCNC(=S)Nc1ccc2nsnc2c1
· | ? | COc1ccccc1COC(=O)Nc1c(C)nn(C)c1Cl
· | ? | Cc1cc(C)cc(-n2ncc3c2CCCC3NC(=O)c2cc(C)n(C)n2)c1 (stereo not given)

Nothing new here: entries from further up.
S3 lipid droplet cell count max | S3 lipid droplet | Compound
14 | 5% | O=C(Cn1cc(C(=O)c2ccco2)c2ccccc21)NC1CC1
-7 | 8% | O=C(CN1CCCN(Cc2ccc(F)cc2Cl)C1=O)NC1CCCCCCC1
-3 | i | c1ccc(CNc2cncnc2)cc1

More entries follow:
S3 lipid droplet cell count max | S3 lipid droplet | Compound
· | ? | CCC(=O)Nc1ccc2c(c1)ncn2CCc1ccccc1
· | ? | Cc1ccc2[nH]c3c(=O)n(Cc4ccco4)cnc3c2c1
· | ? | O=C(NCCc1cscn1)C1CCC(=O)N(Cc2ccc(Cl)cc2)C1 (stereo not given)
· | ? | CC(=O)Nc1nnc(S(N)(=O)=O)s1
· | ? | C=CCOc1ccc(C(=O)Nc2ccc3c(c2)n(C)c(=O)n3C)cc1
23 | i | Cc1cnc(C(=O)Nc2ccccc2-c2nnn(CC(=O)NC3CCCC3)n2)cn1
· | ? | COc1cc2c(cc1OC)C(NC(=O)C(F)(F)F)CNC2=O (stereo not given)
· | ? | COc1ccc(C)cc1NC(=O)CCC(=O)Nc1ccc2nc(N3CCN(C)CC3)cc(C)c2c1
· | ? | CCCc1cc(=O)[nH]c(=S)[nH]1
-22 | -16% | CCc1nnc(NC(=O)CSc2nnc(CCc3nc4ccccc4[nH]3)n2C)s1
· | ? | CCOC(=O)C1CCN(C(=O)COC(=O)C2CCN(S(=O)(=O)c3ccc4c(c3)OCCO4)CC2)CC1
-1 | 13% | COc1ccccc1-n1c(=O)c(C#N)c(-c2ccc([N+](=O)[O-])cc2)c2cc(C(=O)c3cc(F)ccc3O)cnc21
· | ? | O=S(=O)(c1ccc(F)c(F)c1F)N1CCN(C(=S)NCc2ccccc2)CC1
· | -25% | FC(F)(F)c1cccc(NCc2cn3cccnc3n2)c1
· | ? | COc1ccc(CNC(=O)C2=CC(c3ccc(C)cc3)=NS(=O)(=O)N2C)cc1
· | ? | COC(=O)c1ccc(/C=C2\Oc3ccccc3NC2=O)cc1
· | ? | Cc1cc2ccccc2nc1SCC(=O)NC1CCCC1
-5 | -60% | Cc1ccc(S(=O)(=O)N2CCN(C(=O)CCc3c[nH]c4ccccc34)CC2)c(C)c1
15 | i | Cc1ccc(CN2CCN(Cc3cn[nH]c3-c3ccccc3)CC2CCO)o1 (stereo not given)
1 | 6% | O=C(CNC(=O)c1ccc(Br)cc1)NC1CC1
· | ? | CCOc1ccc(CN(C(=O)c2cc(=O)c3cc(C)cc(C)c3o2)C2CCS(=O)(=O)C2)cc1 (stereo not given)
· | ? | Cc1sc2ncnc(NC(C)C(=O)O)c2c1C (stereo not given)
0 | 14% | O=C(c1ccccc1F)N1CCC(O)(c2cccnc2)CC1
2 | 2% | Nc1nc(Nc2cccc(F)c2)nc(NCCO)c1[N+](=O)[O-]
· | ? | CC(=NC(C)C)C1=C(O)C(C)OC1=O (stereo not given)
· | i | Cc1cccn2c(=O)c3cc(C(=O)NC4CCCC4)c(=N)n(CCc4ccccc4)c3nc12
· | ? | CCN(CCCNS(=O)(=O)c1ccc2c(c1)CCN2C(C)=O)c1cccc(C)c1
12 | i | Oc1ccccc1CN1CCCC(N2CCc3ccccc3C2)C1 (stereo not given)
6.8* | 26µM* | COC(=O)C(C)N(c1ccc(C)cc1)S(=O)(=O)c1c(C)[nH]c(=O)[nH]c1=O (stereo not given)

The list is partial. The share of hits here may be higher or lower than overall.
